Compound activity (PubChem BioAssay)
MBNL1 CUG block: MBNL1-poly(CUG) RNA binding inhibition | Q9NR56 | TR-FRET MBNL1-His/biotin-(CUG)12 binding, 665/545 ratio | Potency, µM (highest dose often 57.5 µM), without a hit: top-dose activity change, negative = inhibition, usual class: inhibitors | 280,000 tested, 0.036% active | AID 2675; active = well fitted inhibition curve with a large enough effect in the signal ratio, with a control signal flat, not every such curve was filed as active; inconclusive = small, poorly fitted or top-dose-only effect, or effect the other way, or a change in a side signal; inactive = no such curve, though single readings can be large or run the other way; the % refers to the signal ratio; note: % is set by controls: 0 for no effect and ±100 for the full control effect
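Compound titration spanned 92 nM–58 uM against the MBNL1-His/biotin-(CUG)12 complex. After 60 min at room temperature with 5 nM streptavidin-XL665 and 0.055 ng/ul terbium anti-His, ratiometric 665/545 nm emission (Ex 340 nm) normalized to controls.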
Rab9 prom act: Rab9 promoter activation. Huh7 Rab9 promoter-luciferase reporter, luminescence, 24 h. Potency, µM (series often up to 9.22 µM), for inactives: at the top dose activation, negative = inhibition, usual class: activators. 320,000 tested, 2.8% active. AID 485297; note: % of control where 0% means no effect; nearly all actives have a fitted effect of over 60% in size
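Using Huh7 cells stably transfected with Rab9 promoter–luciferase, compounds were incubated 24 h at 37 °C, 5% CO2; luciferase luminescence was read 10 min after reagent addition.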
NPC1 prom act: NPC1 promoter activation | Huh7 NPC1 promoter luciferase reporter, 24 h | Potency, µM (highest dose often 9.22 µM), for inactives: at the highest dose activation, actives largely listed as activators | 320,000 tested, 2.4% active | AID 485313;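 note: % of control where 0% means no effect; nearly all actives have a fitted effect of over 60% in size; reporter is driven by a mutant NPC1 promoter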
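Readout is luciferase luminescence, reflecting NPC1 promoter activation in stably transfected Huh7 cells after 24 h compound exposure at 37 °C in reduced-serum medium with 10% FBS.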
BRCA1 expr up: BRCA1 expression activation | MCF7-BRCA1-FFLuc reporter, luminescence, 48 h; response scale: scaled: vehicle 0%, 10 µM genistein 100% | Potency, µM (highest dose often 46.1 µM), inactives show top-dose activation, most hits filed as activators | 380,000 tested, 1.1% active | AID 624202; note: nearly all actives have a fitted effect of over 80% in size; some results filed as inactive show a strong effect at the top dose
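Quantitative HTS in MCF7 cells stably reporting BRCA1 expression via firefly luciferase. Compound treatment lasts 48 h at 37 °C in phenol-red free MEM. Activation is expressed relative to genistein at 10 microM and DMSO.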
RORg inh: inhibitors of mouse ROR gamma transcriptional activity. Drosophila S2 Gal4-RORgamma UAS-luciferase reporter, 20 h. Potency, µM (series often up to 53.6 µM), inactives show at the highest dose activity change, negative = inhibition, hits mostly inhibitors. 310,000 tested, 5.4% active; note: % is set by controls: 0 for no effect and ±100 for the full control effect; nearly all actives have a fitted effect of over 60% in size
Target sequence (P51450 whole entry, looked up, the tested form may be a part): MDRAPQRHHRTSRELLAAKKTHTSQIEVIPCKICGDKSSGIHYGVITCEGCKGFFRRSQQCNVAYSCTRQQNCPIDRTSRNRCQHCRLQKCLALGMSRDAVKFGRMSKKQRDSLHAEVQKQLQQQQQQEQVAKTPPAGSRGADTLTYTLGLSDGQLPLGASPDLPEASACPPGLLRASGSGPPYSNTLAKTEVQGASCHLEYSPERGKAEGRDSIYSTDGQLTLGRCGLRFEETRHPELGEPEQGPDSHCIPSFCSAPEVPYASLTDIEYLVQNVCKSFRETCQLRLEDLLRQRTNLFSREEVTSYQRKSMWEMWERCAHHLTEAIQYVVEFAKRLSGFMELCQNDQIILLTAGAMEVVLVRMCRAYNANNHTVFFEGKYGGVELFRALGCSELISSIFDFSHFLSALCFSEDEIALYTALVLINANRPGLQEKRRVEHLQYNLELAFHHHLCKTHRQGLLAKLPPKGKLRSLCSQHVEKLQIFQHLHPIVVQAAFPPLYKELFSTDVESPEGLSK
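Stable Schneider cell line, Gal4 DNA-binding domain fused to ROR gamma, UAS-luciferase. Cmpd 1 hr RT → CuSO4 700 uM final → 20 hr RT → luciferase reagent 10 min → luminescence.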
FLuc counter: counter-screen for miR-21 project: firefly luciferase inhibitors or activators; purified FLuc, Km substrates, luminescence inhibition; P08659; 360,000 tested, 6.9% active; Potency, µM (top dose mostly 57.5 µM), inactives show at the top dose activity change, negative = inhibition, actives largely listed as inhibitors;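 note: plate controls were vehicle for no effect and reference inhibitor for full effect; nearly all actives have a fitted effect of over 55% in size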
Target sequence (P08659 whole entry, looked up): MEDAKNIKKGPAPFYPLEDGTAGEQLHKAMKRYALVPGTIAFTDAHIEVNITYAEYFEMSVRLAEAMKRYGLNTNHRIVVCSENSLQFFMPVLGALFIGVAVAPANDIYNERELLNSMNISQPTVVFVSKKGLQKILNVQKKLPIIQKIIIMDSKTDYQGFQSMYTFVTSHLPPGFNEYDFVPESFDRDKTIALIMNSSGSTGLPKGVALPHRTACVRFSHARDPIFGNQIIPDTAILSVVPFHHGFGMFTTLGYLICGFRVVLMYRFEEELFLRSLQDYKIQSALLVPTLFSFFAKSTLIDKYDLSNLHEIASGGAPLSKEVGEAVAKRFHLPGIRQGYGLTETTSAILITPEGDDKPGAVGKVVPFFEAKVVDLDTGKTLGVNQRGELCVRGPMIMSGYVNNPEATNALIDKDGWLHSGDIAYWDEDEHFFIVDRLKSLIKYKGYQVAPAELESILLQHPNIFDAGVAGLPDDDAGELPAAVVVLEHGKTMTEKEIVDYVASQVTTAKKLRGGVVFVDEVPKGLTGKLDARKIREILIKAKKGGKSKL
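Purified P. pyralis luciferase (10nM final) with 10uM D-luciferin and 10uM ATP (Km levels) in 50mM Tris acetate pH 7.5, 10mM Mg acetate, 0.01% Tween-20, 0.05% BSA; qHTS 6-point titration, ~60 µM downward; luminescence read.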
p53 reactivator: mutant p53 re-activation in reporter cells; H1299 p53-A138V BP100-luciferase reporter, luminescence, 24 h; Potency, µM (series often up to 92.2 µM), for inactives: at the highest dose activity change, positive = activation, most hits filed as activators; 320,000 tested, 0.063% active; note: % of control where 0% means no effect; nearly all actives have a fitted effect of over 45% in size
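H1299 (p53-null), stable ts p53-A138V + BP100-Luc; 1000 cells/well, Opti-MEM/10% FBS; cpd 4 pt, 1:5; 24 h, 37 deg C, 5% CO2; detection reagent 10 min RT; luminescence.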
ELG1 genotox: inducers of genotoxicity in HEK293T ELG1-luciferase cells; Potency, µM (highest dose often 46 µM), without a hit: top-dose activity change, positive = activation, usual class: activators; 330,000 tested, 1.3% active; HEK293T ELG1-luciferase reporter, luminescence, 16 h; note: % of control where 0% means no effect; nearly all actives have a fitted effect of over 60% in size
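Step 1: seed 2,000 HEK293T ELG1-luciferase cells per well. Step 2: add compound or DMSO, incubate 16 hr at 37 °C. Step 3: ONE-Glo, 30 min at room temperature, read luminescence.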
VP16 counter: inhibits Gal4-VP16 luciferase reporter, ROR gamma counter-screen | Drosophila S2 Gal4-VP16 UAS-luciferase, luminescence, 20 h | Potency, µM (series often up to 53.6 µM), without a hit: top-dose activity, negative = inhibition, most hits filed as inhibitors | 310,000 tested, 3.5% active | AID 2546;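 note: Gal4-VP16 expression switched on by copper sulfate through the metallothionein promoter; % is set by controls: 0 for no effect and ±100 for the full control effect; nearly all actives have a fitted effect of over 50% in size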
CXXC DNA block: MLL CXXC-DNA interaction inhibition | Q03164 | MLL-CXXC / FITC-HOXA9 DNA fluorescence polarization | Potency, µM (titrated, usually from 115 µM), for inactives: at the top dose activity change, negative = inhibition, most hits filed as inhibitors | 290,000 tested, 0.037% active; active = well fitted inhibition curve with a large enough effect in the polarisation, with a control signal flat, not every such curve was filed as active; inconclusive = small, poorly fitted or top-dose-only effect, or effect the other way, or a change in a side signal; inactive = no such curve, though single readings can be large or run the other way; the % refers to the polarisation
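Fluorescence polarization: 7 uM MLL-CXXC (stock) preincubated 5 min with compounds, then 50 nM fluorescein-HOX-A9 DNA (stock) added; 30 min ambient. Buffer 50 mM Tris-HCl pH 7.5, 50 mM NaCl, 1 mM DTT, 0.05% BSA.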
uPA generation: inhibitors of cell surface uPA generation; cell surface uPA generation assay, qHTS; Potency, µM (doses to about 38.3 µM), without a hit: at the top dose activity change, negative = inhibition, hits mostly inhibitors; 330,000 tested, 0.31% active; active = well fitted inhibition curve with a large enough effect; inconclusive = small, poorly fitted or top-dose-only effect; inactive = no such curve, though single readings can be large or run the other way; tested in mouse RAW 264.7 cells; note: % is set by controls: 0 for no effect and ±100 for the full control effect; nearly all actives have a fitted effect of over 55% in size
* = called active by the depositor; ? = inconclusive; . = not tested or not shown; & = joins results of further samples; [ ] = dose if it differs, or a comment. Unless noted, calls come from the whole dose curve; as a rule, active = well fitted curve in the direction sought with a large enough effect; inconclusive = small, poorly fitted or top-dose-only effect, or another doubt; inactive = no such curve, though single readings can be large; an effect the other way counts as inactive or inconclusive. Potency is the fitted concentration of half-maximal effect.

cpd	Molecule	MBNL1 CUG block	Rab9 prom act	NPC1 prom act	BRCA1 expr up	RORg inh	FLuc counter
1	CCN1CCN(C(C(=O)NC2CCCC2)c2ccc(Cl)cc2)CC1 (stereo not drawn)	7%	-3%	1%	-7%	-19%	1%
2	CCC(CC)C(=O)c1c[nH]c(C(=O)NCc2ccncc2)c1	-1%	-2%	-1%	-20%	26%	6%
3	CCCCn1c(N)c(N(Cc2ccccc2OC)C(=O)COc2ccc(C)cc2)c(=O)[nH]c1=O	.	-7%	4%	-21%	.	0%
4	CCc1cc(=O)oc2c(CN3CCN(C)CC3)c(O)c(Cl)cc12	48%[activator]	-2%	2%	3%	-17%	1%
5	O=C(COC(=O)C1CCC(=O)N1)Nc1ccc(Br)cc1 (stereo not drawn)	-7%	-3%	-1%	-13%	-14%	-2%
6	CSC1=NC(C(Cl)(Cl)Cl)N=C(c2ccccc2)N1 (stereo not drawn)	-6%	4%	-18%	-66%	8%	1%
7	CCOC(=O)N1CCC(Nc2c(Nc3cccc(CC)c3)c(=O)c2=O)CC1	?	-2%	-2%	-24%	20%	-5%
8	c1ccc(CCN2CCN=C2Nc2ccccc2)cc1	-15%	-1%	4%	-10%	1%	-1%
9	CC(=O)c1cccc(NC(=O)CCS(=O)(=O)c2cc3c(cc2C)NC(=O)CO3)c1	5%	-4%	-1%	-2%&16%	-7%	-3%&2%
10	CCc1c(C)nc2cc(-c3cc(OC)cc(OC)c3)nn2c1N1CCN(CCN2CCOCC2)CC1	-5%	-1%	-8%	-31%	?	-10%
11	COCCNc1nc(-c2ccc(OC)cc2)c(-c2ccc(OC)cc2)s1	13%	1%	-8%	-10%	11µM*	-2%
12	C=CCc1ccc(OCCCCOc2ccc(C(=O)O)cc2)c(OC)c1	-2%	2%	-4%	31%	34%	13µM*

cpd	p53 reactivator	ELG1 genotox	VP16 counter	CXXC DNA block	uPA generation
1	-2%	2%	0%	-5%	-4%
2	-4%	-1%	-12%	7%	-3%
3	3%	1%	.	.	8%
4	-2%	-1%	7%	2%	1%
5	-7%	-1%	-1%	-5%	-3%
6	2%	-2%	-1%	-5%	-14%
7	-14%	-7%	-15%	-4%	.
8	14%	-2%	-4%	-3%	-11%
9	10%	0%	-4%	14%	-5%
10	-13%	-6%	?	-8%	7%
11	-2%	-3%	-19%	4%	21%
12	15%	0%	-8%	5%	2%

Continued:
cpd	Molecule	MBNL1 CUG block	Rab9 prom act	NPC1 prom act	BRCA1 expr up	RORg inh	FLuc counter
13	COc1ccc(CNC(=O)CN(C(=O)CCC(=O)Nc2nccs2)c2ccc(C)cc2)cc1	1%	-5%	-5%	-3%	33%	0%
14	COc1cc2c(cc1OC)CN(S(=O)(=O)c1ccc(Cl)nc1)CC2	.	0%	0%	-12%	.	11%
15	CCOCCn1c(SCCCc2ccccc2)nc2c1c(=O)[nH]c(=O)n2C	-13%	1%	-2%	0%	?	4%
16	Cc1ccc(S(=O)(=O)N2CC(O)C[C@H]2C(=O)OCC(=O)c2ccccc2)cc1 (stereo partly drawn)	4%	0%	-6%	-13%	1%	-1%
17	CCOC(=O)c1cc2n(n1)C(C(F)(F)F)CC(C)N2 (stereo not drawn)	1%	17%	8%	37%	33%	-4%
18	CCCn1c2c(c(O)c(C(=O)NCCCN(CC)CC)c1=O)CCCC2	2%	-2%	-7%	-35%	-28%	-2%
19	CCOC(=O)c1[nH]ncc1CN1CCC(Cc2cccc(OC)c2)(C(=O)OCC)CC1	-3%	3%	-1%	-5%	1%	3%
20	COc1ccccc1/C=C1\SC(=S)N(NS(=O)(=O)c2ccccc2)C1=O	-1%	-6%[1.84 µM]	-4%	-4%	-25%	?
21	COCCCNC(=O)CCCOc1ccccc1	-5%	7%	3%	24%	1%	?
22	O=C(Nc1ccsc1C(=O)O)c1ccccc1	-11%	12%	6%	?	-14%	24µM*
23	CCOC(=O)C1Oc2ccccc2C(c2ccoc2)=C1C(=O)OC (stereo not drawn)	.	.	.	27%	-16%	.
24	CCOC(=O)Nc1ccc2c(c1)N(C(=O)CCN(CC)CC)c1ccccc1S2=O (stereo not drawn)	-1%	-4%[1.84 µM]	-5%	-86%	?	0%

cpd	p53 reactivator	ELG1 genotox	VP16 counter	CXXC DNA block	uPA generation
13	-3%	-1%	2%	2%	-2%
14	5%	0%	.	.	23%
15	-1%	6%	-6%	1%	-6%
16	-3%	-3%	2%	-2%	1%
17	12%	3%	9%	?	8%
18	6%	7%	-9%	-12%	-6%
19	4%	-5%	-1%	-1%	9%
20	-1%	-1%	-10%	25%	0%
21	9%	-2%	-17%	10%	0%
22	?	12%	9%	17%	-2%
23	29%	14%	0%	.	-13%
24	-18%	15%	13µM*	?	17%

The list continues:
cpd	Molecule	MBNL1 CUG block	Rab9 prom act	NPC1 prom act	BRCA1 expr up	RORg inh	FLuc counter
25	Cc1ccc(OCc2csc(N)n2)cc1	-1%	4µM*	?	5µM*	1%	24µM*
26	Cc1sc2nc(SCC(=O)Nc3ccc(S(N)(=O)=O)cc3)[nH]c(=O)c2c1C	110%[activator]	2%	2%	-5%	-1%	-10%
27	Nc1ccc(OCCCc2c(N)nc(N)nc2N)cc1	-3%	0%	-3%	11%	-7%	?
28	COc1ccc(CNC(=O)CN(C)S(=O)(=O)c2ccc3c(c2)OCCO3)cc1OC	.	0%	2%	-15%	.	.
29	S=C(NCCc1ccccc1)N1CCN(C(=S)NCCc2ccccc2)CC1	.	-1%	-2%	16%	.	-6%
30	CC(=O)OC[C@H]1O[C@@H](Sc2cccc3cccnc23)[C@H](OC(C)=O)[C@@H](OC(C)=O)[C@H]1OC(C)=O	-3%	-3%	-5%	-7%	?	-1%
31	COc1ccc(Cc2nnc(SC)[nH]c2=O)cc1	-7%	-4%	9%	0%	5%	-1%
32	CSc1ccc(S(=O)(=O)NCC(=O)OCC(=O)N(C)C2CCCCC2)cc1[N+](=O)[O-]	.	1%	0%	-1%	.	-1%
33	O=[N+]([O-])c1ccc(S(=O)(=O)N(CC(O)CN2CCCCC2)c2ccccc2)cc1 (stereo not drawn)	?	8%	-1%	-16%	-25%	3%
34	Cc1cc2c(cc1C)NC(c1c(C)n(C)n(-c3ccccc3)c1=O)C1=C(CC(C)(C)CC1=O)N2 (stereo not drawn)	?	-7%	0%	40%	13µM*	-19%
35	CC(Nc1ncnc2nc[nH]c12)c1ccccc1 (stereo not drawn)	6%	-1%	-5%	1%	?	1%
36	Cc1ccc(S(=O)(=O)N(CC(=O)Nc2ccccc2C(=O)O)c2ccccc2C)cc1	-1%	-10%	-4%	3%	35%	-18%
37	CCOC(=O)c1c(C)[nH]c(NC(=O)Nc2c(C)n(C)n(-c3ccccc3)c2=O)c1C	1%	-3%	-4%	-2%	-7%	6%

cpd	p53 reactivator	ELG1 genotox	VP16 counter	CXXC DNA block	uPA generation
25	9%	?	-7%	8%	-8%
26	10%	4%	-7%	8%	8%
27	11%	5%	-3%	?	-11%
28	-9%	0%	.	.	8%
29	1%	-4%	.	.	2%
30	13%	-1%	-21%	17%	1%
31	-2%	-4%	-7%	-1%	.
32	1%	0%	.	.	-13%
33	0%	0%	18%	1%	6%
34	31%	11%	-29%	?	-3%
35	-11%	1%	-13%	3%	3%
36	11%	0%	-5%	0%	1%
37	0%	-1%	-5%	2%	12%

Profiles as entered above. Order of screens: MBNL1 CUG block, Rab9 prom act, NPC1 prom act, BRCA1 expr up, RORg inh, FLuc counter, p53 reactivator, ELG1 genotox, VP16 counter, CXXC DNA block, uPA generation
Cc1sc2nc(SCC(=O)Nc3ccc(S(N)(=O)=O)cc3)[nH]c(=O)c2c1C is listed with 110%[activator], 2%, 2%, -5%, -1%, -10%, 10%, 4%, -7%, 8%, 8%
S=C(NCCc1ccccc1)N1CCN(C(=S)NCCc2ccccc2)CC1 is listed with ., -1%, -2%, 16%, ., -6%, 1%, -4%, ., ., 2%
Cc1ccc(OCc2csc(N)n2)cc1 is listed with -1%, 4µM*, ?, 5µM*, 1%, 24µM*, 9%, ?, -7%, 8%, -8%
Cc1cc2c(cc1C)NC(c1c(C)n(C)n(-c3ccccc3)c1=O)C1=C(CC(C)(C)CC1=O)N2 (stereo not drawn) is listed with ?, -7%, 0%, 40%, 13µM*, -19%, 31%, 11%, -29%, ?, -3%

Not all compounds are listed (hit frequency here may not be typical).
